FLuc modulator: inhibits or activates purified firefly luciferase, miR-21 counter-screen | P08659 | purified FLuc, Km substrates, luminescence inhibition | Potency, µM (top dose mostly 57.5 µM), for the others: at the top dose activity change, negative = inhibition, hits mostly inhibitors | actives 6.9% (n = 360,000);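 note: potency is the fitted concentration of half-maximal effect; plate controls were vehicle for no effect and reference inhibitor for full effect; nearly all actives have a fitted effect of over 55% in size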
Target sequence (P08659 whole entry, looked up): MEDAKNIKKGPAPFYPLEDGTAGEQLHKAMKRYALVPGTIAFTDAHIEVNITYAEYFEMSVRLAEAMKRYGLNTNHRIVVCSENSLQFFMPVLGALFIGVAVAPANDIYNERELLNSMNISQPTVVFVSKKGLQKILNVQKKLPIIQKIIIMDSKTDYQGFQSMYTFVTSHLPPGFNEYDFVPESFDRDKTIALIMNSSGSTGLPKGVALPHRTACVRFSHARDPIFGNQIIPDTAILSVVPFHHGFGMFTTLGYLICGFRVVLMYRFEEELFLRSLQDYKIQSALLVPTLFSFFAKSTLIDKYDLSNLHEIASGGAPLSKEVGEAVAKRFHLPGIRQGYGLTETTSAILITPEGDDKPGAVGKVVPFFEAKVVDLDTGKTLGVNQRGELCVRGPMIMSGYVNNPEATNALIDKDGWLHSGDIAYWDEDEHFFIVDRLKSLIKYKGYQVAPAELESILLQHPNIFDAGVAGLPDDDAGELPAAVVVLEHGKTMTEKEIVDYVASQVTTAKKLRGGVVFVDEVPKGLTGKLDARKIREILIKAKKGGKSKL
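Purified P. pyralis luciferase (10nM final) with 10uM D-luciferin and 10uM ATP (Km levels) in 50mM Tris acetate pH 7.5, 10mM Mg acetate, 0.01% Tween-20, 0.05% BSA; qHTS 6-point titration, ~60 µM downward; luminescence read.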
Tb PFK block: inhibitors of T. brucei phosphofructokinase; O15648; T. brucei PFK, ADP-Glo luminescence; Potency, µM (highest dose often 57.5 µM), without a hit: top-dose activity, negative = inhibition, hits mostly inhibitors; actives 0.17% (n = 330,000); AID 485367;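 note: potency is the fitted concentration of half-maximal effect; 0% = uninhibited 1x PFK enzyme wells and -100% = no-enzyme wells; nearly all actives have a fitted effect of over 60% in size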
Target sequence (O15648 whole entry, looked up): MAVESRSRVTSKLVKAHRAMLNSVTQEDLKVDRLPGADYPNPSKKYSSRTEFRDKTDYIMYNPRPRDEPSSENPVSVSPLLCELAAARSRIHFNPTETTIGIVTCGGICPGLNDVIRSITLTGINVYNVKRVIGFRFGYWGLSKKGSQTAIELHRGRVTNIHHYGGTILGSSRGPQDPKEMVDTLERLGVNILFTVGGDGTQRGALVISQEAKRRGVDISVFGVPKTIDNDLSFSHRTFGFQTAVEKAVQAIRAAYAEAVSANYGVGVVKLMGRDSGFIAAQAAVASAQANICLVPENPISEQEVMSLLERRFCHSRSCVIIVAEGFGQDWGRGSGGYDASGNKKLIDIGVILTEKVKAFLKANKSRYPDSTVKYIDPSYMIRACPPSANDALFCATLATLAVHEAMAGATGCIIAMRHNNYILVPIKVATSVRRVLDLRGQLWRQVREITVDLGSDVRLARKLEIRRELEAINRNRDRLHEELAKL
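In TEA buffer at pH 8.0 with 5 mM MgCl2, enzyme (1.25 nM) converted F6P (0.5 mM) and ATP (0.1 mM) for 45 min at room temperature. ADP product was read by luciferase luminescence.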
uPA surface inh: blocks generation of uPA at the cell surface | cell surface uPA generation assay, qHTS | Potency, µM (highest dose often 38.3 µM), for inactives: top-dose activity change, negative = inhibition, actives largely listed as inhibitors | actives 0.31% (n = 330,000) | AID 540303; active = well fitted inhibition curve with a large enough effect; inconclusive = small, poorly fitted or top-dose-only effect; inactive = no such curve, though single readings can be large or run the other way; tested in mouse RAW 264.7 cells; note: potency is the fitted concentration of half-maximal effect; % is set by controls: 0 for no effect and ±100 for the full control effect; nearly all actives have a fitted effect of over 55% in size
KCNH2 3.1 inh: blocks the human KCNH2 3.1 channel isoform. U2OS KCNH2 3.1, thallium flux FluxOr; stronger effect = lower value. activity change, % (tested at about 1.8 µM). actives 0.95% (n = 340,000). AID 720553;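 active = maximum activity change below -70%; inconclusive = maximum activity change from -70% to -50%; inactive = maximum activity change above -50%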;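 note: thallium influx rate constant from kinetic fluorescence after stimulation buffer; % is set by controls: 0 for no effect and ±100 for the full control effect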
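Thallium flux via FluxOr fluorescence (Red40 quencher, 45 min loading) in U2OS cells virally expressing the KCNH2 3.1 isoform (1.77 x 10^8 /mL virus, overnight at 37 C). Rate constants from 2-min kinetic reads post-stimulation, normalised to positive and negative controls.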
ELG1 genotox: genotoxicity induction in ELG1-luciferase HEK293T cells. HEK293T ELG1-luciferase reporter, luminescence, 16 h. Potency, µM (series often up to 46 µM), for the others: at the highest dose activity change, positive = activation, usual class: activators. actives 1.3% (n = 330,000). AID 504466; note: potency is the fitted concentration of half-maximal effect; % of control where 0% means no effect; nearly all actives have a fitted effect of over 60% in size
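Screening used a luciferase reporter fused to human ELG1 in HEK293T cells. Luminescence was read on a CCD plate imager after 16 hr exposure and 30 min ONE-Glo incubation.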
NPC1 promoter act: activators of NPC1 promoter; actives 2.4% (n = 320,000); Huh7 NPC1 promoter luciferase reporter, 24 h; AID 485313; Potency, µM (top dose mostly 9.22 µM), for inactives: at the highest dose activation, most hits filed as activators;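 note: potency is the fitted concentration of half-maximal effect; % of control where 0% means no effect; nearly all actives have a fitted effect of over 60% in size; reporter is driven by a mutant NPC1 promoter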
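Quantitative HTS used a cell-based reporter: Huh7 cells stably bearing the NPC1 promoter upstream of luciferase were treated with compounds for 24 h, and promoter activation was read as luminescence.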
Rab9 promoter act: Rab9 promoter activation; Huh7 Rab9 promoter-luciferase reporter, luminescence, 24 h; actives 2.8% (n = 320,000); Potency, µM (series often up to 9.22 µM), for inactives: at the top dose activation, negative = inhibition, most hits filed as activators; note: potency is the fitted concentration of half-maximal effect; % of control where 0% means no effect; nearly all actives have a fitted effect of over 60% in size
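Stable Rab9-luc Huh7, 1500 cells/well, 2 h settle; cmpd in DMSO, 24 h, 37 °C/5% CO2; luciferase reagent 10 min RT; luminescence.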
Giardia killer: kills Giardia lamblia; Giardia lamblia trophozoite viability; activity change, % at 7.66 µM, hits read low; actives 0.15% (n = 340,000); AID 540267; in the data active = activity change below about -80%; inconclusive = between about -30% and that limit;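 note: parasites exposed to compound for two days anaerobically before the ATP read; % is set by controls: 0 for no effect and ±100 for the full control effect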
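Each well holds 100 Giardia trophozoites and compound. After two days (48 hrs) at 37 deg C in anaerobic conditions, ATP is quantified by luminescence.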
Gal4-VP16 FLuc: Gal4-VP16 reporter inhibition counter-screen; actives 3.5% (n = 310,000); Drosophila S2 Gal4-VP16 UAS-luciferase, luminescence, 20 h; Potency, µM (titrated, usually from 53.6 µM), inactives show at the highest dose activity, negative = inhibition, most hits filed as inhibitors;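 note: Gal4-VP16 expression switched on by copper sulfate through the metallothionein promoter; potency is the fitted concentration of half-maximal effect; % is set by controls: 0 for no effect and ±100 for the full control effect; nearly all actives have a fitted effect of over 50% in size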
Coupling enz: counter-screen for Giardia aldolase inhibitors: coupling enzyme system; coupling enzyme system counterscreen, AmpLite Red fluorescence; activity change, negative = inhibition, % at 58.2 µM, hits read low; actives 0.67% (n = 290,000); AID 2472; in the data active = activity change below about -30%; note: % is set by controls: 0 for no effect and ±100 for the full control effect
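Final compound at 57.5 uM, incubated 10 min at RT with coupling enzyme reagent (glyceraldehyde-3-phosphate), then 20 min with substrate and AmpLite Red detection. Fluorescence read at 525/598 nm; tests interference with the coupling assay, not aldolase inhibition.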
RORg inh: inhibitors of mouse ROR gamma transcriptional activity | actives 5.4% (n = 310,000) | P51450 | Drosophila S2 Gal4-RORgamma UAS-luciferase reporter, 20 h | Potency, µM (top dose mostly 53.6 µM), for inactives: at the top dose activity change, negative = inhibition, hits mostly inhibitors; note: potency is the fitted concentration of half-maximal effect; % is set by controls: 0 for no effect and ±100 for the full control effect; nearly all actives have a fitted effect of over 60% in size
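Luminescence from a UAS-regulated Photinus luciferase reporter in stably transfected Drosophila Schneider cells is measured; decreased signal marks ROR gamma inhibition. Fusion expression is induced by 700 uM copper sulfate for 20 hr.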
* hit, by the source's call; ? = inconclusive; / = not tested or not shown; [ ] = another dose, or the depositor's remark. Unless noted, calls come from the whole dose curve; as a rule, active = well fitted curve in the direction sought with a large enough effect; inconclusive = small, poorly fitted or top-dose-only effect, or another doubt; inactive = no such curve, though single readings can be large; an effect the other way counts as inactive or inconclusive.

SMILES	FLuc modulator	Tb PFK block	uPA surface inh	KCNH2 3.1 inh	ELG1 genotox	NPC1 promoter act	Rab9 promoter act	Giardia killer	Gal4-VP16 FLuc	Coupling enz	RORg inh
CN(C)S(=O)(=O)N1CCC(Oc2cccc(C(=O)NC3CCCCCC3)c2)CC1	3.1%	1.5%	-4.6%	-5.3	-18.3%	-26.2%	-32.5%[inhibitor]	-10.3	?	/	42.3%
CCN(CC)S(=O)(=O)c1ccc(NC(=O)Cn2cnc3ccccc3c2=O)cc1	0.9%	0.0%	2.5%	-1.4	0.0%	-0.1%	-7.4%	4.5	0.4%	0.7	4.4%
C=CCn1c(COc2ccc(Cl)cc2)nnc1SCC(=O)N1CC(=O)Nc2ccccc21	-8.7%	-1.3%	-3.1%	-15.5	-18.7%	0.2%	-7.1%[1.84 µM]	-12.4	2.1%	-0.8	17.7%
CCc1nc2ccccc2n(CCOCCn2c(=O)c(CC)nc3ccccc32)c1=O	-1.3%	2.6%	-12.2%	9.5	-13.6%	17.4%	4.7%	-3.7	-4.5%	-1.2	-4.6%
Cc1ccc(OC(=O)c2cccc(C(=O)Oc3ccc(C)cc3)n2)cc1	1.7%	-1.8%	2.5%	-12.6	1.1%	1.2%	-2.8%	-0.8	-2.8%	3.1	3.6%
CCCN(C(=O)C(C)Oc1cccc(Cl)c1)c1c(N)n(Cc2ccccc2)c(=O)[nH]c1=O (stereo not given)	3.0%	-3.3%	3.0%	-0.4	-5.5%	0.7%	9.2%	-1.3	-10.1%	-1.1	9.2%
Cc1cc2c(cc1C)N(Cc1ccccc1)C1=NCCCN12	1.1%	0.0%	-11.5%	-15.2	-7.2%	-7.1%	-13.1%	-1.6	-14.9%	-2.0	9.5%
COc1ccc(NS(=O)(=O)c2cc(OCC(N)=O)c(C)cc2Cl)cc1	2.5%	-5.1%	-1.6%	16.1	-2.5%	-1.6%	0.7%	-0.1	-2.8%	-1.8	?
O=[N+]([O-])c1cccc(NC2=NCCC2)c1	-1.1%	-3.0%	-9.3%	-16.9	-0.6%	-3.6%	1.2%	5.6	4.6%	-1.0	9.8%
COc1cc(/C=C/C(=O)OCC(=O)Nc2ccc(C)cc2[N+](=O)[O-])ccc1O	0.8%	-5.3%	-10.6%	2.5	4.8%	-2.7%	-4.4%	15.1	-3.7%	-0.1	?
O=C(CCCCCn1nnc2ccccc2c1=O)N[C@H](C(=O)O)c1ccccc1	?	-3.9%	0.3%	3.8	1.1%	10.1%	10.7%	1.6	0.5%	0.9	-19.2%
COc1ccc(SC[C@H](CC(C)C)N2CCN(C)CCC2=O)cc1	?	3.4%	-10.5%	19.5	?	?	20.5%	2.1	1.5%	0.3	-2.5%
Cn1cnnc1Sc1ccc(C(=O)OCC(=O)Nc2cc(Cl)cc(Cl)c2)cc1[N+](=O)[O-]	3.1%	-7.6%	5.8%	-16.4	0.8%	-2.9%	-1.3%	0.7	1.4%	0.1	1.0%
COc1cc(NC(=O)c2ccc(C)c([N+](=O)[O-])c2)ccc1NC(=O)c1ccco1	-3.1%	-0.9%	/	/	1.4%	-7.8%	0.9%	/	7.8%	0.6	-6.4%
COc1ccc(OC)c(C2Nc3nc4ccccc4n3C(C)=C2C(=O)Nc2ccc(C)cc2C)c1 (stereo not given)	5.8%	4.4%	/	1.4	1.3%	-7.0%	-6.3%	-5.1	?	-5.5	-19.0%
O=C1CC(N2CCN(c3ccc(Cl)cc3)CC2)C(=O)N1c1ccc(F)cc1 (stereo not given)	-0.5%	-2.6%	0.2%	-4.1	2.4%	1.1%	-8.6%	20.7	/	5.1	/
O=C(COc1nncc2ccccc12)NCC(F)(F)F	-0.9%	-0.5%	-2.2%	-4.6	0.1%	-2.3%	-3.5%	8.8	-8.5%	0.5	30.3%
CCN(C(=O)Cn1c(=O)oc2cc(S(=O)(=O)N3CCOCC3)ccc21)c1ccccc1	-0.7%	-2.0%	2.2%	6.6	-2.6%	-3.3%	2.3%	1.2	5.6%	4.2	3.8%
O=C(c1cnn2c(C(F)F)cc(-c3ccccc3)nc12)N1CCOCC1	-0.6%	-2.9%	-1.3%	-6.8	2.5%	-1.8%	-1.9%	0.2	-11.2%	1.1	-20.1%
Cc1cc(NC(=O)CCSc2nc(-c3ccco3)cc(C(F)(F)F)n2)n(-c2ccccc2)n1	1.6%	1.4%	11.5%	-6.5	-8.2%	-0.8%	1.8%	-8.4	20.4%	6.4	?
CC(C)(NO)/C(=N\O)c1ccccc1	-0.1%	-1.5%	13.4%	14.8	2.5%	-0.8%	6.7%	-12.1	-9.3%	-0.9	-21.1%
CN(C)c1ccc(S(=O)(=O)N2CCCCC2)cc1NC(=O)CCNC(=O)c1ccc(Cl)cc1	6.6%	-0.2%	-3.0%	-17.2	-0.1%	-4.3%	-1.7%	-7.1	/	/	/
Cc1cccn2c(=O)c3cc(C(=O)NCc4ccco4)c(=N)n(C4CCCC4)c3nc12	2.3%	1.6%	1.1%	-15.1	2.3%	-1.2%	-2.2%	27.8	-8.7%	-1.7	-33.3%
CN(C(=O)COC(=O)c1ccc(C#N)cc1)c1ccccc1	-1.6%	4.7%	0.1%	-9.2	3.4%	-2.5%	-4.5%	6.9	3.0%	0.1	-2.6%
CCN1C(=O)C2(C(C#N)=C(N)Oc3cc(C)oc(=O)c32)c2ccccc21 (stereo not given)	0.1%	-1.2%	5.6%	11.0	1.1%	-3.1%	0.2%	-11.7	-1.9%	1.3	20.4%
CC(/C=N/n1c(-c2ccc(C)cc2)n[nH]c1=S)=C\c1ccco1	1.0%	0.0%	-2.2%	-2.1	5.1%	-0.4%	-3.3%	1.0	2.82µM*	-1.4	2.82µM*
CCOCCOC(=O)c1[nH]c2c(c1C)C(=O)CC(c1ccc(OC)c(OC)c1)C2 (stereo not given)	-2.8%	3.9%	-2.5%	-12.1	-7.2%	-3.5%	-6.5%	5.6	-21.0%	1.2	1.0%
COc1ccc(-c2cnc3c(c2)CCC3(C#N)C#N)cc1	0.1%	-1.4%	-7.4%	7.8	5.0%	-17.8%	-20.7%	13.6	3.2%	-2.5	?
FC(F)(F)c1nc(Oc2ccccc2)c2ccccc2n1	-2.1%	-0.6%	10.2%	1.3	-0.1%	2.1%	?	-19.1	-6.8%	-1.3	?
NC(=O)CN1C(=O)C(=O)N(Cc2ccc(F)cc2)C1=O	-0.3%	1.7%	3.7%	-2.3	-0.3%	0.1%	0.9%	8.0	0.2%	4.4	24.9%
O=C(O)c1cc(Cl)c(Cl)cc1C(=O)Nc1cccc2ncccc12	?	5.7%	-6.2%	0.1	-0.8%	-1.0%	-6.5%	16.1	-13.7%	-19.6	23.2%
CCc1ccc(C(=O)NC(=S)NCc2cccnc2)cc1	?	2.9%	-15.2%	5.6	-4.0%	1.6%	-3.3%	15.1	?	/	-12.4%
CCOC(=O)c1sc(NC(=O)CCc2ccccc2)nc1C	-2.7%	-1.5%	4.47µM*	9.1	-2.3%	-31.0%[inhibitor]	-16.9%	25.0	1.3%	-3.3	-16.5%
O=C(NCc1ccc(F)cc1)c1ccc(S(=O)(=O)N2CCCCC2)cc1	2.5%	-2.7%	?	-3.6	-0.3%	0.9%	1.0%	7.6	/	/	/
CC(C)(C)N(Cc1ccccc1)C(=O)COC(=O)C1CCCCC1	/	2.9%	0.4%	-9.8	0.8%	/	/	1.3	/	/	/
Cc1nc(CS(=O)c2ccc(Cl)cc2)cc(NCc2ccc(Cl)cc2Cl)n1 (stereo not given)	13.5%	1.9%	0.1%	-19.2	-14.1%	-0.6%	-3.9%	9.5	-3.7%	3.6	33.1%
Cc1ccc(Nc2c(N)c(=O)oc3ccccc23)cc1	?	-0.7%	-5.9%	-0.1	2.9%	-20.4%	-14.8%	5.2	-24.5%	-0.3	?
O=c1oc2c(CN3CCOCC3)c(O)ccc2c2c1CCC2	1.0%	-5.7%	-0.3%	6.6	-0.7%	-2.5%	-1.3%	5.2	8.1%	-3.7	6.9%
CCN(C(=O)COC(=O)c1cc(=O)c2ccccc2o1)c1c(N)n(Cc2ccccc2)c(=O)[nH]c1=O	1.0%	0.3%	1.7%	14.5	7.3%	2.7%	-1.6%	-6.0	/	/	/
COC(=O)c1cc2occc2n1Cc1ccc(Cl)cc1	-0.5%	0.9%	/	-5.6	-6.1%	0.2%	-2.3%	-0.1	-12.0%	-3.4	?
CC(C)Cc1nc2oc3c(Cl)ncnc3c2c2c1CCCC2	-2.5%	3.2%	2.3%	6.9	10.3%	-5.6%	-5.4%	-11.2	-27.6%	0.4	-27.9%

Compound activity (PubChem BioAssay)

Compounds were not picked by outcome; 14% or so of the library scored in one or more.
